IL1B NFkB inh = inhibitors of IL-1B driven NFkB p65 nuclear import, primary screen, imaging, HUVEC, IL-1B stimulus, high-content imaging | HUVEC IL-1B NFkB p65 nuclear translocation imaging | inhibition, % at 2 µM | 94,000 tested, 0.43% active | AID 796, 2007;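 active = inhibition above about 30% together with a positive call from visual inspection of the well image, limit read from the data; inconclusive = inhibition above a set limit but visual check negative; inactive = inhibition not above a set limit, visual check negative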;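 note: nuclear over cytoplasmic p65 intensity ratio measured by imaging; 0% = IL-1B stimulated DMSO wells and 100% = unstimulated DMSO wells; values of inactives mirror those of a sister screen read the other way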
NFkB transloc pot = enhancers of NFkB p65 translocation in HUVEC – imaging, IL-1B stimulus, high-content imaging, primary screen | HUVEC IL-1B NFkB p65 nuclear translocation imaging | 94,000 tested, 0.3% active | AID 819, 2007 | activation, % at 2 µM;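 active = activation above 40%, about the mean plus 3 SD, also judged a hit on visual image review; inconclusive = activation above 40% but not a hit on visual review; inactive = activation not above 40% and no visual hit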;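 note: percent activation is computed from the nuclear over cytoplasmic p65 intensity ratio; values of inactives mirror those of a sister screen read the other way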
Bcl-B TR3 displacers = displacers of TR3 peptide from Bcl-B, primary screen, selectivity assay for Bfl-1 inhibitor project, biochemical, fluorescence polarization. Bcl-2-like protein 10 (Homo sapiens). FP displacement of FITC-TR3 peptide from Bcl-B; higher % means a stronger effect. displacement, % at 20 µM; hits with a dose series show IC50 in µM. 96,000 tested, 0.11% active;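 active = displacement above 50% at 20 µM plus a fluorescence interference ratio under 1.5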;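 note: plate controls were wells without compound for no effect and wells lacking Bcl-B protein for full effect; a part of the inactive calls stands beside numbers as strong as those of hits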
MRP reversal = reversal of MRP1-mediated doxorubicin resistance, primary screen, H69AR cells, doxorubicin co-treatment; H69AR cells + 2 uM doxorubicin, CellTiter-Glo, 72 h; differential viability (reversal), % at 10 µM; 85,000 tested, 0.04% active;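 active = viability drop by adding the cancer drug above about 55%, with treated viability meeting a 40% cutoff, limit read from the data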;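 note: viability without doxorubicin minus viability with 2 µM doxorubicin for each compound; larger differential means the compound sensitizes cells more to doxorubicin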
PLAP inhibition = PLAP enzyme inhibitors, biochemical, luminescence, HTS (AID 690); inhibition, % at 20 µM; hits with a dose series show IC50 in µM; purified PLAP, luminescent substrate; higher % means a stronger effect; 96,000 tested, 0.08% active; Alkaline phosphatase, placental type (Homo sapiens); in the data active = a potency from the dose series; inactive = the rest, 99 in 100 with inhibition below about 30%; note: strong numbers were not always called active
MRP reversal cytotoxicity = also measured in MRP reversal; calls as there; viability, %; H69AR cells, CellTiter-Glo, 72 h; measured here: cytotoxicity without doxorubicin
MRP reversal with doxorubicin = also measured in MRP reversal; calls as there; viability, %; measured here: viability with 2 uM doxorubicin; stronger effect = lower value
IL1B NFkB inh cell count 2 µM = further read-out of IL1B NFkB inh, marked with its call; cell count; measured here: cells passing quality filter;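 raw number of nuclei counted in each imaged well without normalization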
NFkB transloc pot cell count 2 µM = further read-out of NFkB transloc pot, marked with its call; cell count; measured here: cells passing quality filter
Numbers without * were called inactive; ? = inconclusive; · = no result given. This is a subset; the hit share may differ from the screen's.

cpd	structure	IL1B NFkB inh cell count 2 µM	NFkB transloc pot	PLAP inhibition	Bcl-B TR3 displacers	MRP reversal
1	CCC(=O)c1ccccc1OCCN1C(=O)NC(C)(C)C1=O	159	12	-22%	-10%	-5
2	Cc1ccc(-c2csc(-c3c[nH]c4ccccc34)n2)c(C)c1	145	2	-19%	7%	·
3	CSc1nc2c(c(=O)n1C)SC(C)C2 (stereo not drawn)	65	-9	8%	-3%	15
4	CC(C)(C)NC(=O)COc1ccc(CNn2nnnc2N)cc1	110	-1	2%	-14%	5
5	CCCCn1c(=O)c2c(c3ccccc31)OCC(=O)N2	·	·	0%	1%	13
6	CCOC(=O)N1CCN(CC(=O)Nc2ccc(C)cc2)CC1	51	-6	20%	-4%	-1
7	CCOc1ccc2nc(SCC(=O)N3CCN(C(=O)c4ccco4)CC3)sc2c1	156	9	-67%	6%	12
8	O=C(c1cccc(C(=O)N2CCN(c3ccccc3F)CC2)n1)N1CCN(c2ccccc2F)CC1	143	-3	-64%	-6%	-10
9	Cc1ccccc1CS(=O)(=O)c1nnc([C@H](CC(C)C)NC(=O)OC(C)(C)C)o1	122	-8	-2%	4%	-6
10	O=C1CCC(C(=O)Nc2ccccc2)N1 (stereo not drawn)	134	32	·	·	16

cpd	MRP reversal cytotoxicity	NFkB transloc pot cell count 2 µM	MRP reversal with doxorubicin	IL1B NFkB inh
1	86	159	91	-12
2	·	145	·	-2
3	99	65	83	9
4	107	110	101	2
5	78	·	65	·
6	85	51	86	6
7	99	156	87	-9
8	61	143	72	3
9	76	122	82	8
10	86	134	71	-32

(cont.)
cpd	structure	IL1B NFkB inh cell count 2 µM	NFkB transloc pot	PLAP inhibition	Bcl-B TR3 displacers	MRP reversal
11	CC(C)Oc1ccccc1C1CC(=O)Nc2c1c(=O)n(C)c(=O)n2C (stereo not drawn)	170	16	-1%	3%	-3
12	Cc1ccsc1/C=C/c1ccc2ccccc2n1	127	-3	6%	-55%	·
13	CCOc1ccccc1-c1nc(-c2cccc(Br)c2)no1	148	19	12%	3%	4
14	O=C(NCc1ccc(F)cc1Cl)C1CCN(S(=O)(=O)N2CCC3(CC2)OCCO3)CC1	153	28	-6%	-13%	0
15	O=C(CSc1nc2ccccc2o1)N1CCN(C(=O)c2ccco2)CC1	123	9	-17%	1%	-13
16	Cn1c(C(=O)NCC2CCCO2)cc2oc3ccccc3c21 (stereo not drawn)	·	·	-41%	-7%	·
17	CCCc1ccc(-c2ccc(C(=O)O)cc2)nc1	·	·	-12%	-1%	-8
18	Cc1onc(-c2ccccc2)c1C(=O)Nc1nc2c(s1)CCCC2	109	8	-17%	1%	-63
19	O=C(OCCN=C1NS(=O)(=O)c2ccccc21)C1CC(=O)N(c2ccc3ccccc3c2)C1 (stereo not drawn)	154	?	9%	-1%	23
20	Cc1csc(NC(=O)CSc2nnc3ncccn23)n1	128	2	4%	5%	-3

cpd	MRP reversal cytotoxicity	NFkB transloc pot cell count 2 µM	MRP reversal with doxorubicin	IL1B NFkB inh
11	96	170	98	-16
12	·	127	·	3
13	61	148	57	-19
14	86	153	87	-28
15	64	123	77	-9
16	·	·	·	·
17	79	·	87	·
18	46	109	109	-8
19	99	·	77	-41
20	104	128	107	-2

Some entries already given, showing only Bcl-B TR3 displacers:
entry	canonical_smiles	Bcl-B TR3 displacers
12	Cc1ccsc1/C=C/c1ccc2ccccc2n1	-55%
13	CCOc1ccccc1-c1nc(-c2cccc(Br)c2)no1	3%

More compounds
cpd	structure	IL1B NFkB inh cell count 2 µM	NFkB transloc pot	PLAP inhibition	Bcl-B TR3 displacers	MRP reversal
21	CCN(C(=O)CN1CCCc2ccccc21)c1c(N)n(Cc2ccccc2)c(=O)[nH]c1=O	·	·	-9%	4%	7
22	COc1ccc(OC)c(S(=O)(=O)Nc2ccc(OCC(=O)O)cc2)c1	149	-3	16%	0%	-9
23	Cn1c(CCN2CCCCC2)nc2cc(NC(=O)NC3CCCCC3)ccc21	·	·	-35%	4%	6
24	N=c1c(C(=O)NCc2ccccc2)cc2c(=O)n3ccccc3nc2n1CCCN1CCOCC1	·	·	-58%	31%	-13
25	C=CCn1cc(Cl)c(=O)n(CC=C)c1=O	137	7	-3%	4%	6
26	Nc1cc(=O)[nH]c(SCC(=O)Nc2cccc(Cl)c2)n1	65	24	27%	-5%	11
27	Cc1ccc(NC(=S)NNc2ncc(C(F)(F)F)cc2Cl)c(C)c1	151	-7	-54%	7%	·
28	CCC(=O)Nc1cc(C)c(NC(=O)CCc2ccccc2)cn1	142	8	-10%	-41%	2
29	Cc1cc(NC(=O)CS(=O)(=O)c2cn(Cc3cccc(F)c3)c3ccccc23)no1	151	11	18%	-4%	0
30	CCC(SCC(=O)OC)C(=O)Nc1nnc(C(C)C)s1 (stereo not drawn)	158	12	6%	-5%	6

cpd	MRP reversal cytotoxicity	NFkB transloc pot cell count 2 µM	MRP reversal with doxorubicin	IL1B NFkB inh
21	88	·	81	·
22	95	149	103	3
23	90	·	84	·
24	63	·	77	·
25	107	137	100	-7
26	96	65	85	-24
27	·	151	·	7
28	94	142	92	-8
29	93	151	92	-11
30	99	158	93	-12

More compounds
cpd	structure	IL1B NFkB inh cell count 2 µM	NFkB transloc pot	PLAP inhibition	Bcl-B TR3 displacers	MRP reversal
31	CC(C)Oc1ccc(N2CC(C(=O)Nc3ccc4c(c3)OCO4)CC2=O)cc1 (stereo not drawn)	160	-2	13%	1%	10
32	O=C(CSCc1nc2ccccc2[nH]1)N1CCN(c2cccc(Cl)c2)CC1	175	8	-34%	-8%	0
33	CCC1(C)Cc2c(sc3nnn(CC(=O)Nc4ccccc4C)c(=O)c23)CO1 (stereo not drawn)	179	0	12%	8%	·
34	Cc1cc(N2CCCCCC2)nc2ccc(F)cc12	191	12	·	·	·
35	Cc1ccc(-c2cc(C(=O)Nc3cccnc3)c3ccccc3n2)o1	121	2	-14%	-135%	-11
36	CCCSc1nc(C)nc2c1c(=O)n(C)c(=O)n2C	185	33	3%	2%	14
37	O=C(Nc1cccc(O)c1)c1cccc(S(=O)(=O)N2CCCC2)c1	183	14	5%	-3%	-6
38	CCOC(=O)c1c(C)[nH]c(C(=O)CN2C(=O)NC(C)(c3ccc4ccccc4c3)C2=O)c1C (stereo not drawn)	120	9	-6%	-4%	-4
39	Cc1cc(C(=O)Nc2cccc(O)c2)co1	135	12	-7%	-9%	-10
40	O=C1CCCC2=C1C(c1ccsc1)CC(=O)N2c1ccccc1 (stereo not drawn)	144	11	6%	-4%	12

cpd	MRP reversal cytotoxicity	NFkB transloc pot cell count 2 µM	MRP reversal with doxorubicin	IL1B NFkB inh
31	100	160	90	2
32	75	175	75	-8
33	·	179	·	0
34	·	191	·	-12
35	60	121	71	-2
36	92	185	78	-33
37	74	183	80	-14
38	70	120	74	-9
39	86	135	96	-12
40	96	144	84	-11

Following part
cpd	structure	IL1B NFkB inh cell count 2 µM	NFkB transloc pot	PLAP inhibition	Bcl-B TR3 displacers	MRP reversal
41	COc1ccccc1NC(=O)c1sc2nc(-c3ccco3)ccc2c1N	104	-1	-24%	-14%	-13
42	CC(C)COC(=O)C1C2C=CC3(CN(C4CCCC4)C(=O)C13)O2 (stereo not drawn)	·	·	0%	-2%	2
43	COc1cccc(S(=O)(=O)NCc2ccc3c(c2)OCO3)c1	141	-7	40%	-2%	3
44	Cc1[nH]c2ccccc2c1C(=O)CSc1nc2ccccc2c(=O)n1CCCN1CCOCC1	147	22	-75%	-8%	·
45	COc1ccccc1-n1cnnc1SCC(=O)c1cc(C)n(Cc2cccs2)c1C	126	8	-69%	-8%	10
46	CC(C)NCC(O)Cn1c2c(c3ccccc31)CCc1c-2cnn1-c1ccccc1 (stereo not drawn)	98	-2	-49%	-5%	·
47	COc1ccc(C(=O)NCc2ccccc2OC)c(OC)c1	130	-4	25%	-11%	-1
48	CCCCC(=O)Nc1cccc(-c2cn3ccccc3n2)c1	112	1	6%	5%	·
49	O=C(CSCCc1ccccn1)Nc1cccnc1Cl	165	10	18%	5%	-4
50	CC(=O)Nc1ccc(NC(=O)CC2Nc3cccc4cccc(c34)NC2=O)cc1 (stereo not drawn)	189	17	1%	-10%	·

cpd	MRP reversal cytotoxicity	NFkB transloc pot cell count 2 µM	MRP reversal with doxorubicin	IL1B NFkB inh
41	84	104	98	1
42	97	·	94	·
43	97	141	94	7
44	·	147	·	-22
45	88	126	79	-8
46	·	98	·	2
47	78	130	79	4
48	·	112	·	-1
49	88	165	92	-10
50	·	189	·	-17

Further records follow:
cpd	structure	IL1B NFkB inh cell count 2 µM	NFkB transloc pot	PLAP inhibition	Bcl-B TR3 displacers	MRP reversal
51	Cn1nc(C(F)(F)F)c2cc(C(=O)NC3CC3)sc21	168	7	-22%	8%	·
52	CCOC(=O)c1c(-c2ccc(C)s2)csc1NC(=O)c1ccco1	·	·	10%	-14%	-5
53	Brc1ccc2cccnc2c1	174	-3	24%	-13%	·
54	Cc1ccnc(NC(=O)CCC(=O)N(CC(=O)NC2CCCCC2)Cc2ccc3c(c2)OCO3)c1	·	·	-41%	5%	4
55	C/C(=N\OC(=O)c1ccc(Cl)c(Cl)c1)c1sc(C)nc1C	92	-3	-9%	-2%	11
56	Cc1noc(C)c1C(=O)Nc1nc(C23CC4CC(CC(C4)C2)C3)cs1	150	-1	-6%	2%	24
57	CC[n+]1c(C)sc2c(C)cc(C)cc21	109	-15	4%	24%	·
58	CCn1c(SCC(=O)NCC2CCCO2)nc2c(c1=O)SC(C)C2 (stereo not drawn)	·	·	7%	-2%	8

cpd	MRP reversal cytotoxicity	NFkB transloc pot cell count 2 µM	MRP reversal with doxorubicin	IL1B NFkB inh
51	·	168	·	-7
52	85	·	90	·
53	·	174	·	3
54	94	·	90	·
55	84	92	73	3
56	101	150	77	1
57	·	109	·	16
58	97	·	89	·

Reformatted with bars between the fields: 4 of the compounds above
cpd | SMILES | IL1B NFkB inh cell count 2 µM | NFkB transloc pot | PLAP inhibition | Bcl-B TR3 displacers | MRP reversal | MRP reversal cytotoxicity | NFkB transloc pot cell count 2 µM | MRP reversal with doxorubicin | IL1B NFkB inh
52 | CCOC(=O)c1c(-c2ccc(C)s2)csc1NC(=O)c1ccco1 | · | · | 10% | -14% | -5 | 85 | · | 90 | ·
53 | Brc1ccc2cccnc2c1 | 174 | -3 | 24% | -13% | · | · | 174 | · | 3
54 | Cc1ccnc(NC(=O)CCC(=O)N(CC(=O)NC2CCCCC2)Cc2ccc3c(c2)OCO3)c1 | · | · | -41% | 5% | 4 | 94 | · | 90 | ·
55 | C/C(=N\OC(=O)c1ccc(Cl)c(Cl)c1)c1sc(C)nc1C | 92 | -3 | -9% | -2% | 11 | 84 | 92 | 73 | 3

High-throughput results (PubChem BioAssay)
